hcGAS inh = blocks human cGAS activity; recombinant h-cGAS, ATP depletion, Kinase-Glo luminescence; hit rate 0.081% among 290,000; AID 1259398; Q8N884; inhibition, % at 12.5 µM;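 note: 0% = vehicle reaction and 100% = reaction without DNA for no activity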
Target sequence (Q8N884 whole entry, looked up): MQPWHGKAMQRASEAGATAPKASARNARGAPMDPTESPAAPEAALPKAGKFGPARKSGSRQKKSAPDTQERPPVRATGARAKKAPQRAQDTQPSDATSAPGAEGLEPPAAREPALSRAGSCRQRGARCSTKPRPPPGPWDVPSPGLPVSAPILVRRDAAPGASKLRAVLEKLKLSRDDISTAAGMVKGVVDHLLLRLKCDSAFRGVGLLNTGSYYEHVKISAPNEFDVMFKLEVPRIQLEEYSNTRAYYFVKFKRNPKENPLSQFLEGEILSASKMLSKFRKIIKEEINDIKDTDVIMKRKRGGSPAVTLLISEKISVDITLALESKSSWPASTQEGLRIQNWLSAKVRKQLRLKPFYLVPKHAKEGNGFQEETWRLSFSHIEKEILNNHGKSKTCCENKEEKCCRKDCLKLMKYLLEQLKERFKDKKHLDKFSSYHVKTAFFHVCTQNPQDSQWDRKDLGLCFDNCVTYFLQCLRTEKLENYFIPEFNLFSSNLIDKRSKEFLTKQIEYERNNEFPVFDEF
NPYLR7 ag = mosquito NPYLR7 agonism; hit rate 0.15% among 270,000; activation, % at 10 µM; HEK293T NPYLR7/Galpha15, GCaMP6s calcium fluorescence; in the data active = activation above about 40%;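 note: 0% = vehicle and 100% = reference agonist at the receptor; some compounds past the cut are filed as inactive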
mcGAS lum = blocks mouse cGAS activity | Q8C6L5 | recombinant cGAS, Kinase-Glo ATP depletion luminescence | inhibition, % at 12.5 µM | hit rate 0.15% among 160,000;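 note: 0% = negative control wells and 100% = reference inhibitor with no enzyme activity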
An asterisk follows results filed as active; . = no result given; & = joins results of further samples. Cut-off read from the data, not from the text of the source, unless noted: active = inhibition above about 40%; inactive = the rest. Hits appear at their usual frequency. About 0.26% of those tested had a hit in this group.

SMILES	hcGAS inh	NPYLR7 ag	mcGAS lum
COc1cc(OC)c(C2=NOC3(CC(=O)N(c4cccc(Cl)c4)C3=O)C2)cc1OC (centres undefined)	-6.6	82.7*	.
Cc1cc(C(=O)N(CCCN(C)C)c2nc3ccc(F)cc3s2)on1	-5.1	1.3	.
CCC(=O)N1CCN(c2ccc(-n3nc(C)c(C)c3C)nn2)CC1	-1.7	-7.1	-6.2
O=C(Nc1ccc2c(c1)OCCO2)N1CC(=O)N2CCc3c(F)cccc3C2C1 (centres undefined)	-3.4	-4.4	-5.7
O=C(O)CC(C(=O)O)C1SC(=O)NC1=O (centres undefined)	-3.6	15.1	.
CCCNC(=O)CC1Sc2ccc(C(F)(F)F)cc2NC1=O (centres undefined)	-8.7	1.4	.
Cc1noc(C)c1C(=O)N1CCC1(C)C(=O)NS(=O)(=O)c1cccc(OC(F)F)c1 (centres undefined)	-9.1	3.4	.
Cc1ccc(-n2nnc3c(=O)n(CC(=O)OCc4ccccc4)cnc32)cc1	-3.2	8.9	.
CC(C)Cn1cnc(S(=O)(=O)Nc2ccc3[nH]ncc3c2)c1	-9.8	0.5	-18.0
O=S(=O)(c1c(F)cccc1F)N1CCN(C2c3ccccc3CCc3ccccc32)CC1	-3.8	1.0	-6.0

A draw from above in order of molar mass, rising.
SMILES	hcGAS inh	NPYLR7 ag	mcGAS lum
O=C(O)CC(C(=O)O)C1SC(=O)NC1=O (centres undefined)	-3.6	15.1	.
CCC(=O)N1CCN(c2ccc(-n3nc(C)c(C)c3C)nn2)CC1	-1.7	-7.1	-6.2
CCCNC(=O)CC1Sc2ccc(C(F)(F)F)cc2NC1=O (centres undefined)	-8.7	1.4	.
Cc1cc(C(=O)N(CCCN(C)C)c2nc3ccc(F)cc3s2)on1	-5.1	1.3	.
Cc1ccc(-n2nnc3c(=O)n(CC(=O)OCc4ccccc4)cnc32)cc1	-3.2	8.9	.
O=S(=O)(c1c(F)cccc1F)N1CCN(C2c3ccccc3CCc3ccccc32)CC1	-3.8	1.0	-6.0

Carrying on.
SMILES	hcGAS inh	NPYLR7 ag	mcGAS lum
COc1cc(NC(=O)CCC2CCCC2)cc(-n2cnnn2)c1	-1.7	9.0	.
COc1ccccc1CNC(=O)CN1CCCC1c1ccccc1C (centres undefined)	-4.9	-3.0	-15.4
Cc1cnc(NCc2ccccc2CN(C)C)nc1N(C)C	-2.3	-3.4	.
O=c1cc(-c2ccccc2Cl)nc(-c2cccc(CN3CCCNCC3)c2)[nH]1	-7.2	10.1	.
CCCNCC(=O)Nc1cc(-c2ccccc2)nn1-c1ccc(C)cc1	-3.2	13.8	.
COc1ccc(NC(=O)c2ccc(CSc3nnc(Cc4ccccc4)n3-c3ccccc3F)cc2)cc1	1.1	7.9	-5.1
O=C(c1cncc(N2[C@H]3CCNC[C@@H]2CC3)n1)N1CCCCC1	-7.7	-3.9	-12.1
COc1ccc(CC(=O)N2C(=Nc3cc(C)ccc3OC)SCC2(C)C)cc1	4.0	-8.3	-1.8
CCOCCSc1c(CC)cnc2c1c(=O)n(C)c(=O)n2C	-0.8	3.0	-5.6
CCOC(=O)c1cnc2cc(C(F)(F)F)ccc2c1Nc1ccc(N(C)C)cc1	-8.9	1.5	-7.9
COc1ccccc1N1CCN(C(=O)Cc2c(C)nc(SCc3ccccc3)[nH]c2=O)CC1	-7.3	-8.4	-9.8
Cc1ccc(C(=O)NC(C(=O)NCc2ccco2)C2CCN(C(=O)c3cccs3)CC2)cc1 (centres undefined)	-3.1	0.9	-2.8
COc1cc(COC2CCCN(C(=O)c3ccc(Cl)cc3Cl)C2)cc(OC)c1 (centres undefined)	-8.9	-2.2	-6.8
Cc1ccc(-n2ncc3c(=O)n(NC(=O)Cc4ccccc4)cnc32)cc1	-17.3	-2.7	.
COCCOc1cccc(C(=O)N(C)CC(O)C2CC2)c1 (centres undefined)	-5.0	1.8	-14.8
O=C(N=Nc1c(O)[nH]c2ccc(Br)cc12)C1COc2ccccc2O1 (centres undefined)	-3.1	-3.7	.
CCOC(=O)c1cccc(NC(=O)N2CCN(CC(OCc3ccc(C(F)(F)F)cc3)c3ccc(Cl)cc3)CC2)c1 (centres undefined)	-3.4	.	-3.7
COCCCN1CCC(NC(=O)c2cc(Cl)c(N)c3c2OCC3)CC1	-6.8&-0.4	-5.7&-1.2	-10.2&-1.8
CCS(=O)(=O)N1CCC(c2cc(N)on2)CC1	-1.1	.	-0.2
Nc1nccnc1C(=O)N1CCCN(Cc2ccc(F)cc2)CC1	-14.3	0.8	.
CCOC(=O)c1c(NC(=O)C23CC4CC(CC(C4)C2)C3)sc2c1CCC2	-8.2	-8.2	-7.4
CC1CN(C(=O)Cc2ccc(Cl)cc2)c2ccccc2NC1=O (centres undefined)	-5.2	-3.7	-5.5
CCC/C=C/c1ccccc1C(=O)NCC	-7.4	9.8	-14.5
CC1=C(C(=O)OC(C)C)C(c2sccc2C)NC(=O)N1 (centres undefined)	-1.4	-5.8	-1.5
O=C(/C=C/c1cccc(Br)c1)N(C1CCCC1)C1CCS(=O)(=O)C1 (centres undefined)	12.3	-5.6	.
CC(C)c1cncnc1N1CCCC2(C1)C(=O)N(C)c1ccccc12 (centres undefined)	-8.4	3.7	.
Cc1ccc2nc(NC(=O)Cc3cccc4ccccc34)sc2c1	-4.0	-8.7	.
Cc1nc(C(=O)N2CCC3(CC2)Nc2ccccc2NC3=O)cs1	-6.6	-8.0	-9.1
CCCCC(CC)C(=O)Nc1ccc(N2CCCC2)c(C(=O)NC(C)CC)c1 (centres undefined)	1.7	-5.8	-4.8
CCOCCOc1nc(-c2cccc(C(F)(F)F)c2)n(-c2ccc(NC(=O)c3cccs3)cc2)n1	5.0	2.8	0.6
CC(NC(=O)Cn1nnnc1CN1CCCCCC1)c1cnn(-c2ccccc2)c1 (centres undefined)	-3.8&-4.0	-7.5&7.8	.
Cc1[nH]cnc1CN1CCC(Cn2cc(CN(C)C)nn2)CC1	-7.8	-2.4	-9.3
COC(=O)C(C(=O)OC)C12C3C4C1C1C2C3C1(Br)C41OCCO1 (centres undefined)	0.4	-7.0	.
CCc1c2c(nc3sc(C(=O)Nc4ccccc4F)c(N)c13)CC(C)(C)CC2=O	-2.9	9.7	-8.4
C=CCOC(CN1CCN(C(=O)CC(=O)OC)CC1)c1cccc(OC)c1 (centres undefined)	-4.6	.	-6.0
COc1ccc(-c2cc(C(=O)NCc3ccc4c(c3)OCO4)n3nc(C(C)(C)C)cc3n2)cc1	-1.4	4.0	-10.3
CCOc1ccc(NC(=O)CC(C)O)cc1 (centres undefined)	-2.6	-3.7	.
COCCCN(Cc1c(-c2ccc(F)cc2)noc1N1CCOCC1)C(=O)C1CC1	0.8	.	0.7
O=C1CCC(C(=O)N2CCC(OCc3ccccc3)CC2)CN1CCN1CCOCC1 (centres undefined)	-11.3	1.8	.
Fc1cccc(-c2cnnc(N[C@@H]3C[C@H]3c3ccccc3)n2)c1	3.7	-4.2	.
Cc1noc(C)c1C(=O)Nc1nc2ccc(SC(F)F)cc2s1	-13.7	8.8	.
COCCCNC(=O)C(NC(=O)c1ccc(OC)cc1)C1CCN(C(=O)c2cccc(OC)c2)CC1 (centres undefined)	-5.2	-3.8	-5.0
COCCC(=O)N1CCc2onc(C(c3ccccc3)c3ccccc3)c2C1	-3.7	10.1	-10.0
Cc1ncc(CO)c(CN2CCN(c3nsc4ccccc34)CC2)c1O	1.1	.	-8.6
CC(C)C(=O)Nc1ccc(SCC(=O)OCc2ccccc2)nn1	-3.5	-3.4	.
CCOC(=O)C1=C(C)N=c2s/c(=C\c3ccc(OC(C)=O)c(OCC)c3)c(=O)n2C1c1ccc(OC)cc1 (centres undefined)	-3.7	1.7	-2.6
CCCn1c(O)c(C=NCC(C)(C)N2CCOCC2)c(=O)[nH]c1=S	3.6	5.3	6.5
Cn1ccnc1CN(Cc1ccc(CO)o1)C1CC1	-3.4	3.5	-10.4
Cc1nc2ccc(C(=O)N(C/C=C/c3ccccc3)CCO)cc2[nH]1	-6.3	8.7	-11.6
CC1CCN(Cc2nnnn2CCCC(=O)NCCc2cscn2)CC1	-1.3	12.2	.

The listing continues.
SMILES	hcGAS inh	NPYLR7 ag	mcGAS lum
c1ccc(CN[C@H]2C[C@H]3CCOC[C@@]3(c3ccccc3)C2)cc1	-4.0	1.3	-8.3
COCCC(=O)N1CCC(Oc2ccc(C(=O)NC3CCc4ccccc43)cc2)CC1 (centres undefined)	-2.0	19.9	.
CCOc1cc(C=C2SC(=S)N(c3ccc(OC)cc3)C2=O)ccc1O	-6.9	-4.4	-6.0
CC(C)NC(=O)NC(=O)Cn1cc(C(F)(F)F)cc(Cl)c1=O	-6.2	1.3	-5.2
CCCCN(C(C)=O)c1c(CC)nc2ccc(C(=O)N3CCN(c4ccccc4)CC3)cn12	-7.9	-3.4	-5.2
CCCc1nc(NCc2cc(-c3ccc(F)cc3)on2)c2cnn(C)c2n1	6.4	5.5	-10.8
CCOC(=O)N1CCN(C(c2ccc(OCC)cc2)C2Sc3nc(CC)nn3C2=O)CC1 (centres undefined)	-4.7	-6.4	-6.9
O=C(c1ccccc1-c1ncc[nH]1)N(Cc1ccco1)Cc1cccs1	-4.4	6.3	.
COCC(=O)Nc1ccc(N2CCN(C(=O)NCCCc3ccccc3)CC2)nc1	-3.3	8.2	-5.2
FC(F)(F)c1ccc(Oc2ccc3c(C4CC4)noc3n2)cn1	-6.8	9.1	-7.6

By substructure, the compounds so far containing a CF3 group
SMILES	hcGAS inh	NPYLR7 ag	mcGAS lum
CCCNC(=O)CC1Sc2ccc(C(F)(F)F)cc2NC1=O (centres undefined)	-8.7	1.4	.
CCOC(=O)c1cnc2cc(C(F)(F)F)ccc2c1Nc1ccc(N(C)C)cc1	-8.9	1.5	-7.9
CCOC(=O)c1cccc(NC(=O)N2CCN(CC(OCc3ccc(C(F)(F)F)cc3)c3ccc(Cl)cc3)CC2)c1 (centres undefined)	-3.4	.	-3.7
CCOCCOc1nc(-c2cccc(C(F)(F)F)c2)n(-c2ccc(NC(=O)c3cccs3)cc2)n1	5.0	2.8	0.6
CC(C)NC(=O)NC(=O)Cn1cc(C(F)(F)F)cc(Cl)c1=O	-6.2	1.3	-5.2
FC(F)(F)c1ccc(Oc2ccc3c(C4CC4)noc3n2)cn1	-6.8	9.1	-7.6

Further results
SMILES	hcGAS inh	NPYLR7 ag	mcGAS lum
COc1ccc(C2CC(c3cccnc3)=Nc3nnnn32)c(OC)c1 (centres undefined)	-1.9	9.9	.
O=C(c1ccc(CSc2nccs2)cc1)N1C2CCC1CC(Oc1cccc(C(F)(F)F)c1)C2 (centres undefined)	-3.2	6.6	-4.4
Fc1ccccc1-n1cnn(CN2CCOCC2)c1=S	-12.4	2.2	.
O=S1(=O)NC(=NC2CCN(c3ccccc3)C2)c2ccccc21 (centres undefined)	-5.0	-19.7	.
CC(C)C[C@@H](NC(=O)OCC1c2ccccc2-c2ccccc21)C(=O)O	0.1	-12.0	2.4
CCc1nnsc1C(=O)N[C@H]1C[C@@H](C(=O)OC)N(C)C1	-7.2	8.6	.
Cc1ccc(-c2ccc(SCc3cccnc3)nn2)cc1	-6.9	-0.2	-7.4
Cc1cc(C)cc(-c2ccc(-n3cncc3C(=O)NCc3ccc(Cl)cc3)cc2)c1	-1.8	9.9	-6.1
COc1cc(OC)cc(C(=O)N(CC(=O)N(Cc2ccc(F)cc2)Cc2ccco2)CC2CCCO2)c1 (centres undefined)	-1.3	3.9	-5.5
CC1(C(=O)NS(=O)(=O)c2ccc(Cl)cc2)CCN1C(=O)CCc1ccccc1 (centres undefined)	-12.6	2.1	.
COC(=O)c1sccc1CN(C)Cc1csc(Br)c1	-10.2	8.2	.
COC(=O)[C@@H]1C[C@@H](NC(=O)CCn2nc(C)c(C)c2C)CN1C	-9.5	2.6	.
CN(C)c1ccc(C=NOCc2nnc(-c3ccc(F)cc3)o2)cc1	-7.5	6.5	.
CS(=O)(=O)N1N=C(c2ccc3c(c2)OCO3)CC1c1ccc(F)cc1 (centres undefined)	5.6	-2.2	.
COCC(=O)Nc1ccc(-c2c(-c3ccc(N(C)C)cc3)nn(-c3cccc(F)c3)c2OC(C)=O)cc1	-4.8	-2.6	-3.9
C=CCC(O)(CC=C)C(C)NC(=O)c1cc(COc2ccc(C)nc2)on1 (centres undefined)	-4.7	1.6	.
CCCCN(CC(=O)N(Cc1cccn1C)CC(C)C)S(=O)(=O)c1ccc(OC)cc1	-3.3	-7.6	-5.1
CCCCc1ccc(C(=O)Nc2ccc(-n3nc(OCC(C)C)nc3-c3ccccc3F)cc2)cc1	-14.9	-11.7	-5.8
COc1ccccc1NC(=O)NC(Cc1ccccc1)C(=O)Nc1nnc(-c2ccc3c(c2)OCO3)s1 (centres undefined)	-3.0	2.4	-4.9
CCc1ccc(S(=O)(=O)c2cnc(SCC(=O)Nc3cccc(F)c3)[nH]c2=O)cc1	-10.2	8.8	-6.2
C=C(Br)CNC(=O)c1c(F)cccc1NC(=O)NCC	-7.2	3.1	.
Cc1ccccc1CCN1CCCC(CN(C)C(=O)c2ccc3ncccc3c2)C1 (centres undefined)	-9.2	18.2	-10.3
CCN(C1=NC2CS(=O)(=O)CC2S1)c1ccc(C(C)C)cc1 (centres undefined)	-5.5	8.0	-3.4
CCC1CCC2(CC1)NNC(=S)NN2	0.1	-16.7	.
CCS(=O)(=O)Oc1cc(CN(CCOC)C(=O)c2cccs2)ccc1OC	-3.7	19.6	-4.7
CN1C[C@]23C=C[C@H](O2)[C@H](C(=O)NC2CCC(n4cnnc4)CC2)[C@@H]3C1=O (some centres undefined)	-7.2	27.2	.
CCCCc1noc(CN2CCCC2C2CCCN2Cc2ccccc2)n1 (centres undefined)	-5.0	6.5	.
COC(=O)C(NC(=O)c1cccnc1)c1cccc(C)c1 (centres undefined)	1.3	5.2	-8.9
